SIAH1 antagonists – Siah-1 peptide-binding antagonists, primary screen, biochemical, fluorescence polarization, rhodamine-plectin, uHTS (AID 1817); one-dose displacement, % at 20 µM; IC50 in µM for titrated hits; Siah-1 / rhodamine-plectin peptide fluorescence polarization; higher % means a stronger effect; E3 ubiquitin-protein ligase SIAH1 (Homo sapiens); 0.02% of 290,000 active;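 active = displacement of at least 50% at 20 µM, with a fluorescence ratio check between 0.3 and a set limit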;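 also: plate controls were Siah plus tracer with DMSO for no effect and tracer alone without Siah for full effect; strong numbers were not always called active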
P. falciparum M17LAP – P. falciparum M17LAP inhibitors, primary screen, biochemical, fluorogenic H-Leu-NHMec substrate, 1536-well (AID 1619). Leucine aminopeptidase (Plasmodium falciparum (isolate 3D7)). recombinant M17LAP, H-Leu-NHMec fluorogenic kinetic assay; higher % means a stronger effect. inhibition, % at 30 µM; hits with a dose series show IC50 in µM. 0.38% of 220,000 active;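 active = compound inhibiting the enzyme by more than half at any dose during confirmatory dose-response retesting; inconclusive = strong single-dose inhibitors picked by rank but not retested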;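 also: plate controls were full reaction with DMSO carrier for no effect and no enzyme background for full effect; strong numbers were not always called active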
Hep lipid drop – inhibitors of hepatocyte lipid droplet formation, primary screen, imaging, high-throughput imaging, BODIPY stain | inhibition, % at 6.5 µM | AML12 mouse hepatocytes, oleate lipid droplets | AID 1656, 2009 | 0.4% of 240,000 active;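 active = lipid droplet intensity inhibited by at least 50%, with more than 500 cells counted; inconclusive = wells with under 300 cells, treated as cytotoxic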
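material = mouse AML12 hepatocyte cell line, fixed after treatment | also added = 100 µM oleic acid challenge | doses = compound at 6.5 µM only | schedule = overnight exposure | technique = Image-based BODIPY and DAPI two-channel analysis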
AID2073 – inhibitors of Mint1-CaV2.2 protein interaction, biochemical, HTRF (AID 2073); Voltage-dependent N-type calcium channel subunit alpha-1B (Homo sapiens); HTRF protein-protein interaction, Mint1-CaV2.2; higher % means a stronger effect; inhibition, % at 20 µM; hits with a dose series show IC50 in µM; 0.19% of 290,000 active; in the data active = inhibition mostly above about 51%, no sharp cut-off; inconclusive = no clear call, values can overlap the other calls; inactive = mostly below about 53%; also: some results filed as inactive read as strong as hits
XIAP displacement – XIAP antagonists, biochemical, IAP family, fluorescence polarization (AID 1018); XIAP BIR domain, fluorescence polarization peptide displacement; higher % means a stronger effect; E3 ubiquitin-protein ligase XIAP (Homo sapiens); displacement, % at 20 µM; hits with a dose series show IC50 in µM; 0.007% of 200,000 active; in the data active = displacement above about 50%; also: a part of the inactive calls stands beside numbers as strong as those of hits
LYP phosphatase – inhibitors of LYP phosphatase, biochemical, fluorescence intensity, uHTS (AID 1779) | 0.054% of 290,000 active | Tyrosine-protein phosphatase non-receptor type 22 (Homo sapiens) | one-dose inhibition, % at 11.5 µM; IC50 in µM for titrated hits | recombinant LYP phosphatase, fluorescence intensity; higher % means a stronger effect;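 also: plate controls were vehicle with enzyme for no effect and no enzyme for full effect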
ER stress rescue – rescue of cells from ER stress-induced death, primary screen, 384-well, CSM14.1, thapsigargin, ATP luminescence (AID 1222). CSM14.1 thapsigargin-induced death rescue, ATP luminescence; higher % means a stronger effect. 190,000 tested, under 10 active. one-dose cellular ATP content (survival), % at 20 µM; EC50 in µM for titrated hits;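 active = EC50 below 50 µM in the dose-response confirmation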;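 also: death triggered by thapsigargin at about 15 µM added after 2 h compound pretreatment; cell ATP read after overnight thapsigargin exposure of roughly 18 to 22 hours; normalized against plate controls of thapsigargin alone and 5% DMSO vehicle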
HEK293 NOD2/NF-kB – NOD2 signaling inhibitors, cell-based, luminescence, uHTS, HEK293 (AID 1566); HEK293 NOD2/NF-kB luciferase reporter, luminescence; higher % means a stronger effect; one-dose inhibition, % at 4 µM; EC50 in µM for titrated hits; 0.63% of 290,000 active; also: many of its hits are not listed in these tables
M1AAP inhibition – P. falciparum M1AAP inhibitors, biochemical, fluorogenic H-Leu-NHMec substrate, 1536-well (AID 1445). recombinant M1AAP, H-Leu-NHMec fluorogenic kinetic assay; higher % means a stronger effect. one-dose inhibition, % at 30 µM; IC50 in µM for titrated hits. 0.42% of 220,000 active;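 active = primary inhibition above the hit cutoff, then over 50% inhibition at one or more dose response concentrations, cut at about 23% in these data, passing the limit was not always enough; inconclusive = conflicting primary data, or primary hits not chosen for dose response; inactive = low primary inhibition, or under 50% at every dose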;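 also: plate controls were DMSO full reaction for no effect and no enzyme background for full effect; strong numbers were not always called active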
Hep lipid drop cells 6.5 µM – second read-out of Hep lipid drop, no call of its own (marks repeat the call); cell count; measured here: cell count, cytotoxicity flag;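 cells counted across two imaged fields per well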
Starred values were filed as active, the others as inactive; u = inconclusive; x = no result given. Rule as the data show it, unless noted: active = inhibition above about 50%; inactive = the rest. This is a subset; count on the stated rates, not on these rows.

SMILES | SIAH1 antagonists | P. falciparum M17LAP | Hep lipid drop | Hep lipid drop cells 6.5 µM | AID2073 | XIAP displacement | LYP phosphatase | ER stress rescue | HEK293 NOD2/NF-kB | M1AAP inhibition
Cc1nn(CC(=O)NCc2cccnc2)c(C)c1[N+](=O)[O-] | -2.4% | -1.0% | 2.7 | 563 | 0.8% | -7.5% | 6.4% | -1.1% | 1.9% | 2.2%
CCOC(=O)C1CCCN(C2=NC(=O)/C(=C/c3ccc(OC)c(OC)c3)S2)C1 (stereo unspecified) | 10.3% | x | -14.3 | 404 | 2.3% | x | -3.4% | x | 12.7% | x
CCOc1ccccc1N(CC(=O)NC1CCCCC1)S(=O)(=O)c1ccc(C)cc1 | -3.1% | x | -8.6 | 811 | 13.9% | x | -2.0% | x | -23.6% | x
O=C(O)c1ccc(CSc2nnc(SCc3ccccc3)s2)cc1 | 1.1% | 6.2% | x | x | 4.0% | -6.3% | -1.2% | 0.5% | 11.6% | 5.4%
O=C(Nc1ccc2c(c1)OCO2)c1c[nH]c(=O)n(-c2ccc(F)cc2)c1=O | 7.5% | x | -1.6 | 821 | 11.1% | x | -4.7% | x | -4.3% | x
CCCCNc1nc2ccccc2nc1Cl | 5.4% | -0.2% | -3.9 | 724 | 4.6% | -5.2% | -5.4% | -0.9% | 5.3% | 3.1%
COC(=O)COc1ccc(S(=O)(=O)NCc2ccc3c(c2)OCO3)cc1C | 1.1% | x | 9.4 | 830 | -0.6% | x | -5.0% | x | -4.2% | x
COc1ccc(NC(=O)C2CC(c3c(F)cccc3Cl)=NO2)cc1 (stereo unspecified) | 2.9% | x | 4.5 | 776 | -0.7% | x | -9.7% | x | -2.4% | x
Cc1cc(=O)nc2c3ccccc3n(CC(=O)NC(C)c3ccc4c(c3)OCCO4)n12 (stereo unspecified) | -4.0% | x | -5.1 | 703 | 3.9% | x | -12.9% | x | 16.6% | x
CCc1nnc(N/N=C/c2ccc(O)c(OC)c2)n1N | 2.1% | x | 16.9 | 817 | -2.4% | x | -8.8% | x | 7.1% | x
O=C(N/N=C/c1cn(-c2cccs2)nc1-c1ccccc1)c1ccccc1Cl | -1.0% | -3.0% | 14.0 | 599 | 6.8% | -8.4% | 11.6% | -3.0% | -10.1% | 0.6%
NNC(=S)NC1CCCCCCCCCCC1 | -4.9% | -6.5% | -8.1 | 668 | -3.7% | x | -1.8% | x | 32.6% | -2.7%
Cc1cc(NC(=O)CSc2nc(N)c(NC(=O)c3ccc(F)c(F)c3)c(=O)[nH]2)no1 | -0.3% | x | -12.3 | 674 | 1.8% | x | -5.9% | x | 10.6% | x
Cc1csc(NC(=O)CCNC(=O)c2ccccc2Cl)n1 | -1.9% | 5.8% | 13.0 | 720 | 6.7% | -7.0% | 10.7% | -0.7% | 5.6% | 1.3%
O=[N+]([O-])c1nn(-c2cccc(Cl)c2)n(O)c1=NCc1cccnc1 | -1.4% | 13.5% | 0.2 | 639 | -2.5% | 74.3% | -9.5% | -1.9% | -30.3% | -3.3%
Cc1cccc(N2CCN(S(=O)(=O)c3c(C(=O)N4CCCCC4)c(C)n(C)c3C)CC2)c1C | 3.0% | x | -12.3 | 671 | 7.9% | x | 7.1% | x | -7.5% | x
CN(C)c1cc[n+](CC(=O)Nc2ccc(Cl)c([N+](=O)[O-])c2)cc1 | -2.5% | x | 5.1 | 817 | 11.1% | x | -10.4% | x | -7.3% | x
Cn1c(=O)c(C(=O)CSc2nnc(Nc3ccccc3)s2)c(N)n(Cc2ccccc2)c1=O | -0.7% | 19.2% | 4.2 | 745 | -3.9% | -12.0% | -5.8% | 0.7% | 10.0% | 2.1%
CCc1noc(C)c1C(=O)Nc1nc(-c2ccc(Cl)cc2Cl)cs1 | 6.7% | -2.5% | -16.2 | 553 | 1.6% | -1.6% | 6.6% | 1.7% | 23.3% | 0.8%
O=C(N/N=C/c1cccc(O)c1)c1ccc(COc2cccc3cccnc23)cc1 | -1.1% | 3.5% | 26.6 | 694 | 46.4% | -3.5% | -4.9% | 0.0% | 9.2% | 3.0%
O=C(NCc1ccccc1Cl)c1ccc(CS(=O)(=O)c2ccccc2)o1 | 15.1% | x | -0.4 | 778 | 1.4% | x | -13.5% | x | 0.2% | x
CCCN1CCN(c2nc(-c3cccs3)nc3ccccc23)CC1 | 2.7% | 5.8% | -8.1 | 567 | 7.6% | -5.6% | -6.9% | -1.1% | -2.2% | 10.9%
COc1ccc(C)cc1Nc1n[n+](-c2ccccc2)c(-c2c(Cl)cccc2Cl)s1 | -0.6% | x | x | x | -15.5% | x | -2.8% | x | -5.0% | x
CC1SC(c2ccc(Cl)cc2)NC1=O (stereo unspecified) | -6.8% | -4.7% | -12.6 | 756 | 3.6% | -19.0% | -4.2% | -4.7% | 10.1% | 5.0%
NC(=O)c1cc(N)ccc1N1CCCC1 | -1.8% | 6.1% | x | x | -9.3% | 12.9% | 5.3% | 0.3% | 11.4% | 22.6%
CCc1ccccc1N1C(=O)C(Cl)=C(N2CCOCC2)C1=O | 5.1% | x | 10.0 | 760 | 13.1% | x | -4.4% | x | -1.9% | x
O=C(COc1ccc(S(=O)(=O)N2CCCCC2)cc1)NCC1CCCO1 (stereo unspecified) | 1.8% | -0.5% | -20.1 | 693 | 7.8% | 0.3% | -8.3% | -0.8% | -2.7% | -0.7%
COc1ccc(NC(=O)c2ccc(NCCCN3CCOCC3)c([N+](=O)[O-])c2)cc1 | -5.3% | 3.5% | -13.2 | 704 | 12.7% | -9.8% | -3.4% | 4.0% | 9.4% | 0.4%
C/C(CC(=O)Nc1ccc(F)cc1)=N\NC(=O)COc1ccccc1 | 9.7% | 20.2% | 0.5 | 736 | -3.6% | -0.9% | -4.3% | -0.8% | 12.5% | 3.5%
C=CCSc1nc(-c2ccc(OC)cc2)c(C#N)c(=O)n1CC=C | 3.8% | -4.6% | 37.8 | 716 | 22.7% | -3.1% | -0.6% | 5.2% | 22.7% | 0.8%
CCOc1ccc(NC(=O)c2ccc(NC(=O)C3CCCO3)cc2)cc1 (stereo unspecified) | 9.2% | x | 10.0 | 786 | -5.9% | x | -5.2% | x | 9.8% | x
Cc1[nH]c2ccccc2c1C(=O)/C=C/c1ccccc1 | -0.9% | -7.2% | x | x | 14.8% | -23.3% | 1.7% | -0.8% | -85.8% | 12.3%
CCOC(=O)c1cnc2c(Cl)cccc2c1NCCN(C)C | -0.7% | 5.2% | x | x | 8.9% | -2.3% | -1.2% | 1.1% | 0.6% | 1.1%
CCOC(=O)c1nn(-c2ccc(F)cc2)c(=O)c2c(N)scc12 | -1.7% | 5.3% | -17.4 | 648 | 54.1% | -5.3% | -5.3% | 0.5% | 4.2% | 5.5%
COc1cc(/C=C/C(=O)O)ccc1OCc1cnc(Cl)s1 | -2.2% | -0.2% | 7.3 | 655 | 5.8% | -6.5% | 3.2% | -2.1% | 12.0% | 0.4%
Cc1ccc(NC(=O)Cn2nnc(-c3ccccc3NC(=O)c3cccs3)n2)cc1 | 6.2% | -7.0% | -96.0 | 430 | 12.7% | -21.3% | 3.7% | 6.4% | 0.1% | -5.5%
CCOC(=O)c1sc(NNC(=O)c2ccc(C)cc2)nc1C | 16.5% | 0.4% | 0.7 | 699 | -20.4% | x | -1.9% | x | -1.2% | -4.0%
NC(=O)c1ccsc1NC(=O)c1ccc(S(=O)(=O)N2CCCC2)cc1 | 1.3% | -17.2% | -6.5 | 688 | 19.4% | -6.2% | 2.5% | -0.1% | -22.0% | 6.6%
COc1ccc(NC(=O)CSc2nnc(-c3cc(C)[nH]n3)n2N)cc1OC | -1.6% | x | 24.1 | 712 | -8.3% | x | -3.3% | x | -4.4% | x
Cc1c(NC(=O)C2(c3ccc(Cl)cc3)CCCC2)c(=O)n(-c2ccccc2)n1C | -0.6% | 1.0% | -0.8 | 823 | 3.6% | -1.4% | 2.9% | -2.7% | -6.9% | 10.0%
O=C(CSc1nnc(C2COc3ccccc3O2)o1)Nc1nccs1 (stereo unspecified) | -1.9% | 53.9% | 3.9 | 644 | 5.1% | -1.8% | -6.5% | x | -8.2% | -0.3%
CN(Cc1ccco1)C(=O)c1c[nH]c2ccc(S(=O)(=O)Nc3ccc4c(c3)OCCO4)cc2c1=O | -9.6% | 12.9% | 9.9 | 751 | 6.9% | -6.3% | -1.7% | -2.2% | 12.5% | 12.6%
N#Cc1ccsc1NC(=O)CN1CCCCCC1 | 3.8% | 2.1% | x | x | 0.3% | -7.8% | -6.9% | 1.5% | 0.8% | 4.8%
O=C(NNC(=O)c1csc(-c2cccnc2)n1)c1ccccc1 | -8.8% | -6.0% | 14.6 | 698 | 6.4% | x | -4.6% | x | -65.8% | -2.8%
COc1ccc2c(c1)CC(C)C/C2=N\NC(=O)c1ccco1 (stereo unspecified) | -4.1% | 37.7% | -2.6 | 741 | -0.5% | 4.0% | -4.3% | 1.1% | 13.5% | 2.9%
Cc1ccc(-n2c(C)cc(/C=N/Nc3ccc([N+](=O)[O-])cn3)c2C)cc1 | 3.2% | -7.8% | x | x | 2.7% | -4.1% | -2.7% | 5.0% | -15.0% | u
O=C(NCc1ccc(N2CCCC2=O)cc1)NC1CCCCC1 | 2.5% | 10.8% | -2.5 | 697 | 0.0% | -2.4% | -2.7% | -2.3% | -0.3% | 1.9%
Cc1ccc(C)c(CNS(=O)(=O)c2c(C)[nH]c(C)c2C(=O)N2CCCCC2)c1 | 10.8% | x | -3.0 | 774 | 3.0% | x | -8.7% | x | -3.7% | x
COc1cccc(NC(=O)C2C3C=CC4(O3)C2C(=O)N(C(C)C)C4C(=O)NC2CCCCC2C)c1 (stereo unspecified) | 0.4% | -0.9% | 18.0 | 737 | -3.0% | -5.1% | -3.4% | -2.9% | 7.4% | 6.7%
Cc1ccc(C(=O)N2CCCC(N3CCN(c4ccccc4F)CC3)C2)s1 (stereo unspecified) | -4.4% | x | -2.2 | 561 | 7.4% | x | -5.9% | x | -11.1% | x

Screening data deposited in PubChem by several laboratories.
